Dyrk1A ADPGlo – rat Dyrk1A kinase inhibitors, primary screen, biochemical, single point, plate reader; actives 0.43% (n = 310,000); ADP-Glo luminescence, NFATc1 peptide; Dual specificity tyrosine-phosphorylation-regulated kinase 1A (Rattus norvegicus), Q63470; inhibition, % at 12.5 µM; in the data active means inhibition above about 50%;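 further: plate controls were vehicle with enzyme for no effect and no enzyme for full effect; many of its hits are not listed in these tables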
KCNK3 block – human KCNK3 channel inhibitors, primary screen, CHO cells, FluxOR thallium flux, B-score; FluxOR fluorescence; active compounds read low; B-score at 10 µM; actives 0.84% (n = 340,000);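 active means B-score under library mean minus 4 SD, starting fluorescence ratio at most library mean plus 5 SD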;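 further: more negative B-score means stronger inhibition of thallium flux through KCNK3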
KCNK9 block – KCNK9 potassium channel inhibitors, primary screen, HEK293 cells, thallium flux | Potassium channel subfamily K member 9 (Homo sapiens), Q9NPC2 | FluxOR thallium flux fluorescence; active compounds read low | B-score at 10 µM | actives 1.2% (n = 310,000) | AID 488922, 2010;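 active means ratio B-score over 3 SD below the library mean, with starting fluorescence within 5 SD of its mean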;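 further: negative B-score means less thallium flux so channel inhibition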
KCNQ1 pot – potentiators or activators of KCNQ1 channel, primary screen, cell-based, thallium flux, high-throughput | CHO-K1 KCNQ1, thallium flux FluxOR fluorescence; active compounds read high | B-score at 10 µM | actives 0.35% (n = 310,000) | AID 2648, 2010;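 active means fluorescence ratio B-score, a plate-corrected score, at least three library SD, with initial intensity B-score within 5 SD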
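assay system = CHO-K1 cells stably expressing KCNQ1 | medium = assay buffer, equal DMSO in all wells | timing = 37 °C overnight plating, 90-min dark dye load, 20-min compound pretreatment | measured by = kinetic FluxOR thallium fluorescence, 10-s 1-Hz baseline, 110-s post-stimulus read | measure = fluorescence change relative to baseline, converted to B score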
RGS4 act – RGS4 potentiators or activators, primary screen, cell-based, HEK293 M3R inducible RGS4, calcium flux. B-score at 10 µM. actives 0.92% (n = 310,000). AID 463111, 2010. carbachol calcium flux Fluo4; active compounds read low;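 active means B-score of the integrated calcium signal more than 4 SD below the library mean, with starting fluorescence not abnormally high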;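 further: negative B-score means reduced calcium response which marks RGS4 activation or potentiation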
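test system = HEK293 cells with stable M3R and inducible RGS4 | schedule = recording 10 s baseline at 1 Hz, 100 s post-agonist | technique = Fluo4-AM (2 µM) calcium-flux fluorescence, kinetic read | measure = Agonist-evoked peak-minus-minimum fluorescence over baseline, integrated ratio, B score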
hERG rescue – hERG rescue from dofetilide block, primary screen, cell-based, CHO-hERG, FluxOR thallium flux, dofetilide IC70. dofetilide IC70 present. activation (rescue from dofetilide block), less the hit threshold, % at 10 µM. actives 0.51% (n = 310,000). AID 1511, 2009;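 active means activation above the mean of controls blocked by dofetilide plus 5 SD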;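 further: thallium influx through hERG after potassium depolarization seen as dye fluorescence rise; in these data hits start at about 4.7%; inactives centre near -7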
Target sequence (Q12809 whole entry, looked up): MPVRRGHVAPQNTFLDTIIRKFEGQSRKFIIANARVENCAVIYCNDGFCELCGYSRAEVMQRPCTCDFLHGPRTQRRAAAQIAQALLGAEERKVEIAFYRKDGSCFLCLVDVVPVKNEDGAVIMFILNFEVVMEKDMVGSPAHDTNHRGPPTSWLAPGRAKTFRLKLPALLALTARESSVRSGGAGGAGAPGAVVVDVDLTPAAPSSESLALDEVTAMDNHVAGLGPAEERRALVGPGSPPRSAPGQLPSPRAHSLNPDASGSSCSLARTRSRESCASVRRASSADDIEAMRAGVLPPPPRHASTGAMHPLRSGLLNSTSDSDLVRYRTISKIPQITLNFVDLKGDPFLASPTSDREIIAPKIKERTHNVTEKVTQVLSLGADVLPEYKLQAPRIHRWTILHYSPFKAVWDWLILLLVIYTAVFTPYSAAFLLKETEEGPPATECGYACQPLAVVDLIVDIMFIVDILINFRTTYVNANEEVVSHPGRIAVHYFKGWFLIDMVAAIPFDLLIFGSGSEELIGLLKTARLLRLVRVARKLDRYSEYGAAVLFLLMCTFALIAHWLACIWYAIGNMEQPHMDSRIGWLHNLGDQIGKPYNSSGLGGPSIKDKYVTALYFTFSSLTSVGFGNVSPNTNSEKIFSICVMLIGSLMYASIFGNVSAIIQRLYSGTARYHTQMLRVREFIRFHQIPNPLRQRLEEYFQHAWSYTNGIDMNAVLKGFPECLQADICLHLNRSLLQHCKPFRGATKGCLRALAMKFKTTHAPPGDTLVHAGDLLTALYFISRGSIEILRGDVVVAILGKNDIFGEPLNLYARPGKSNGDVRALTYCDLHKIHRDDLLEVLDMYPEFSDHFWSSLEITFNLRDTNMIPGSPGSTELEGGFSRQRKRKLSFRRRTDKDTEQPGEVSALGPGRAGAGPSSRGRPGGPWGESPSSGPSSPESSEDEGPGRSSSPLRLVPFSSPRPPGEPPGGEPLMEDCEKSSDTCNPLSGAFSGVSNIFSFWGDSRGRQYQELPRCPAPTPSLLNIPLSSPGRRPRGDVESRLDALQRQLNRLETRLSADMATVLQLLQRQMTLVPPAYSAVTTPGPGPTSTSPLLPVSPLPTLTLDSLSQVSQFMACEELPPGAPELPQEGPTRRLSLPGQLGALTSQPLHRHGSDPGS
PolyA inhibitor – polyadenylation inhibitors in yeast reporter cells, primary screen, luminescence, S. cerevisiae | S. cerevisiae SKY197-pL101 polyadenylation reporter, beta-gal luminescence; efflux-impaired pdr1/pdr3 knockout yeast; score 100 = 6 SD above DMSO | calls only at 12 µM | actives 0.02% (n = 300,000);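 active means lowest replicate activity score at least 50, where 100 means six control SD above control mean; inconclusive means lowest score under 50 but half or more replicates reach 50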;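 further: yeast exposed to compound for 9 h at 30 °C; higher score means more reporter readthrough which indicates perturbed polyadenylation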
HDAC3 inh – HDAC3 deacetylase inhibitors, primary screen, biochemical, fluorescence, cell-free homogeneous. Histone deacetylase 3 (Homo sapiens), O15379. inhibition, % at 8.3 µM. actives 0.15% (n = 320,000). AID 2718, 2010. recombinant HDAC3, fluorogenic peptide/trypsin coupled; in the data active means inhibition above about 26%, passing the limit was not always enough; inconclusive means no clear call, values can overlap the other calls
GSK3 alpha inh – blockers of GSK3A enzyme activity – biochemical, luminescence, cell-free homogeneous, HTS, primary screen; inhibition, % at 10 µM; GSK-3 alpha kinase, ADP-Glo luminescence, 60 min; actives 0.1% (n = 320,000); Glycogen synthase kinase-3 alpha (Homo sapiens), P49840;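 in the data active means inhibition above about 50%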;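 further: GST-tagged GSK-3 alpha with peptide substrate and 25 µM ATP; 0% = DMSO neutral wells and 100% = GW8510 positive control wells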
KCNQ1 inh – inhibitors of human KCNQ1 channel, primary screen, cell-based, thallium flux, high-throughput. Potassium voltage-gated channel subfamily KQT member 1 (Homo sapiens), P51787. CHO-K1 KCNQ1, FluxOR thallium flux fluorescence; active compounds read high. B-score at 10 µM. actives 1.3% (n = 310,000);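 active means compounds whose thallium flux B-score, printed positive for inhibition, exceeds three library SD while starting fluorescence stays within three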;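 further: channel opened by potassium depolarization with thallium stimulus after 20 min compound exposure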
GSK3beta inhib – human GSK3beta kinase inhibitors, primary screen, biochemical, cell-free homogeneous, HTS; GST-GSK3beta kinase, ADP-Glo luminescence, 60 min; active compounds read low; activity score (negative = inhibition), % at 10 µM; actives 0.038% (n = 300,000); AID 2097, 2009;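 active means more than half of replicate wells score below -50%, meaning over 50% inhibition versus plate controls; inconclusive means some replicates but at most half score below -50%; inactive means no replicate scores below -50%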;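 further: 0% = median DMSO wells and -100% = median GW8510 positive control wells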
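Assay system: GST-fused GSK3beta enzyme, cell-free / Medium: Tris pH 7.5 buffer with MgCl2, DTT, BSA, heparin / Also added: peptide substrate plus 25 µM ATP (final) / Compound: 10 µM single point / Timing: kinase reaction with compound 60 min at room temperature / Detection: ADP-Glo luminescence / Benchmarks: DMSO neutral wells and GW8510 at 20 µM as positive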
Starred values were filed as active, the others as inactive; i = inactive; ? = inconclusive; . = no result given. This is a subset; count on the stated rates, not on these rows.

SMILES	Dyrk1A ADPGlo	KCNK3 block	KCNK9 block	KCNQ1 pot	RGS4 act	hERG rescue	PolyA inhibitor	HDAC3 inh	GSK3 alpha inh	KCNQ1 inh	GSK3beta inhib
COCCN(C(=S)Nc1ccc(C)cc1C)C(C)c1ccco1 (centres undefined)	3	i	i	i	i	-11	i	.	-2	i	0
CCOC(=O)C(NCc1ccc(F)cc1)(NC(=O)c1ccccc1)C(F)(F)F (centres undefined)	-2	i	i	i	i	-5	i	7	2	i	-4
COc1ccc(S(=O)(=O)N(C)CC(=O)NCc2cccnc2)cc1	7	i	i	i	i	-5	i	-3	0	i	1
CCCCN(C(=O)c1cccc(S(=O)(=O)N2CCCCC2)c1)C1CCS(=O)(=O)C1 (centres undefined)	.	i	i	i	i	-2	i	-5	1	i	1
Cc1nc2c(cc1NC(=O)C(C)(C)C)nc(C)n2Cc1ccccc1	-6	i	i	i	i	-3	i	0	-1	i	0
CCN(CC(=O)Nc1c(F)cccc1F)C(=O)CNC(=O)COc1ccccc1	.	i	i	i	i	-8	i	0	1	i	.
COc1ccc(S(=O)(=O)N(CC(=O)NCc2ccncc2)c2ccc(C)cc2)cc1Br	-2	i	i	i	i	-6	i	3	-2	i	3
Cc1ccc(C)n1-c1ccc(C#N)cn1	9	i	i	i	i	3	i	.	.	i	-2
O=C(Nc1cccc2nsnc12)c1ccc(F)cc1	14	i	i	i	i	-10	i	-1	-3	i	1
CN(Cc1nc2ccccc2c(=O)[nH]1)CC(O)COCc1ccco1 (centres undefined)	28	i	i	i	i	3	i	2	1	i	1
Cn1c(CSCc2ccc(Cl)cc2)nnc1SCC(=O)Nc1nccs1	-2	i	i	i	i	-12	i	5	0	i	4
Cc1c(NC(=O)C(C)N(c2ccccc2)S(C)(=O)=O)c(=O)n(-c2ccccc2)n1C (centres undefined)	2	i	i	i	i	-4	i	-3	-1	i	-8
COc1ccc(C)cc1S(=O)(=O)Nc1cc2c3c(c1)C(C)C(=O)N3CCC2 (centres undefined)	1	i	i	i	i	-8	i	?	0	i	-1
COc1ccc(/C=C(\NC(=O)c2ccccc2)C(=O)N2CCN(C)CC2)cc1	9	i	i	i	i	-8	i	9	-1	i	-1
COc1ccc2cc(CCNC(=O)CCc3ccccc3)c(=O)[nH]c2c1	-4	i	i	i	i	-1	i	0	-4	i	1
Cc1c(NC(=O)CCCCCN2C(=O)C3C4C=CC(C4)C3C2=O)c(=O)n(-c2ccccc2)n1C (centres undefined)	-1	i	i	i	i	-9	i	-8	0	i	1
O=C(NCc1ccccc1)Nc1cccn(Cc2c(F)cccc2Cl)c1=O	1	i	i	i	i	-7	i	2	1	i	1
Cc1nc2ccccn2c(=O)c1NC(=O)c1cccc2ccccc12	4	i	i	i	i	-13	i	-5	-4	i	-3
Cc1cc(C)c2nc(SC(C)C(=O)NCC(=O)Nc3ccc(F)c(F)c3F)cc(C)c2c1 (centres undefined)	4	i	i	i	i	-4	i	-5	-5	i	-2
Cc1[nH]c2ccccc2c1SCC(=O)NNC(=O)Nc1ccc(OC(F)(F)F)cc1	12	i	i	i	i	-8	i	18	1	i	-1
NC(=O)c1ccc(NC(=O)C#Cc2ccccc2)cc1	-4	i	i	i	i	-11	i	4	-3	i	-1
COc1ccc(C(=O)N2CCCN(C)CC2)c(OC)c1	1	i	i	i	i	0	i	-1	-2	i	1
COc1ccc2c(c1)CC/C(=C\c1ccc(OC)c(Cn3cccn3)c1)C2=O	3	i	i	i	i	-24	i	10	-2	i	3
CCC(=O)c1cccc2c1N=CC1=C(CC(C)(C)CC1=O)N2	-2	i	i	i	i	-7	i	0	-3	i	-2
O=C(CCNC(=O)c1ccc(Br)cc1)Nc1nccs1	-3	i	i	i	i	-8	i	2	-3	i	-2

An excerpt from above in order of molecular weight, highest first:
SMILES	Dyrk1A ADPGlo	KCNK3 block	KCNK9 block	KCNQ1 pot	RGS4 act	hERG rescue	PolyA inhibitor	HDAC3 inh	GSK3 alpha inh	KCNQ1 inh	GSK3beta inhib
CCN(CC(=O)Nc1c(F)cccc1F)C(=O)CNC(=O)COc1ccccc1	.	i	i	i	i	-8	i	0	1	i	.
O=C(NCc1ccccc1)Nc1cccn(Cc2c(F)cccc2Cl)c1=O	1	i	i	i	i	-7	i	2	1	i	1
O=C(Nc1cccc2nsnc12)c1ccc(F)cc1	14	i	i	i	i	-10	i	-1	-3	i	1

Back to the main list with the 4 entries that preceded the break.
SMILES	Dyrk1A ADPGlo	KCNK3 block	KCNK9 block	KCNQ1 pot	RGS4 act	hERG rescue	PolyA inhibitor	HDAC3 inh	GSK3 alpha inh	KCNQ1 inh	GSK3beta inhib
COc1ccc(C(=O)N2CCCN(C)CC2)c(OC)c1	1	i	i	i	i	0	i	-1	-2	i	1
COc1ccc2c(c1)CC/C(=C\c1ccc(OC)c(Cn3cccn3)c1)C2=O	3	i	i	i	i	-24	i	10	-2	i	3
CCC(=O)c1cccc2c1N=CC1=C(CC(C)(C)CC1=O)N2	-2	i	i	i	i	-7	i	0	-3	i	-2
O=C(CCNC(=O)c1ccc(Br)cc1)Nc1nccs1	-3	i	i	i	i	-8	i	2	-3	i	-2
COc1cc(C(=O)NC2=C(C#N)CCC2)cc(OC)c1OC	-7	i	i	i	i	-5	i	10	1	i	2
FC(F)(F)c1ccnc(NCc2ccco2)n1	-5	i	i	i	i	-6	i	2	-3	i	-2
COc1ccccc1CNC(=O)COC(=O)C1=COCCO1	-11	i	i	i	i	-3	i	6	1	i	5
CCOC(=O)C1CCCN(C(=O)COc2ccccc2F)C1 (centres undefined)	-3	i	i	i	i	-9	i	2	-5	i	0
NC(=O)C1C(c2ccccc2)=C1c1ccccc1	0	i	i	i	i	-13	i	-3	-3	i	2
Cc1ccc(CNC(=O)[C@@H](NC(=O)Cc2ccccc2)C(C)C)cc1	4	i	i	i	i	-7	i	-4	-1	i	-21
Cc1ccn2c(CNCC3OCCc4ccccc43)c(C(=O)N3CCCCCC3)nc2c1 (centres undefined)	-2	i	i	i	i	-11	i	-5	-1	i	1
CCNC(=S)Nc1cc(-c2ccc(Cl)cc2)[nH]n1	3	i	i	i	i	-6	i	10	-2	i	0
Cc1ccc(/C=N/NC(=O)c2ccc(OC3CCCC3)cc2)o1	.	i	i	i	i	-8	i	.	.	i	-3
Cc1ccccc1OCC(=O)OCC(=O)NCCNC(=O)COC(=O)COc1ccccc1C	12	i	i	i	i	-16	i	-2	-4	i	1
Cc1ccc(/C=C/C(=O)NC(=S)N2CCN(c3ccc(F)cc3)CC2)cc1	-5	i	i	i	i	0	i	-3	0	i	-1
Cc1ccc(NC(=O)c2c3c(nc4ccccc24)CCC3)cc1	2	i	i	i	i	-6	i	-1	-1	i	3
Clc1ccc2c(c1)-c1nnc(Br)n1-c1ccccc1S2	.	i	i	i	i	-12	i	-4	12	i	.
COCCNC(=S)N/N=C/c1ccc(-c2ccc([N+](=O)[O-])cc2)o1	-9	i	i	i	i	-8	i	4	0	i	0
CCCCCN(C(=O)NC(=O)Nc1ccccc1OC)S(C)(=O)=O	6	i	i	i	i	-9	i	-3	-1	i	-2
COc1ccccc1CC(=O)NCCCc1ccccc1	-3	i	i	i	i	1	i	9	-1	i	-3
CCSC1=NCCN1C(=O)C(C)(C)Oc1ccc(Cl)cc1	2	i	i	i	i	-3	i	1	1	i	-2
O=c1c2ccccc2c(/C=N/n2cnnc2)c(O)n1-c1ccccc1	0	i	i	i	i	-4	i	-2	1	i	1
CCN(CC)S(=O)(=O)c1ccc(N2CCCCC2)c(NC(=O)/C=C/c2ccc(OC)c(OC)c2)c1	-4	i	i	i	i	-12	i	-7	0	i	2
CC1CN(CC(O)COc2ccc(C(=O)c3ccccc3)cc2)CC(C)O1 (centres undefined)	4	i	i	i	i	-2	i	1	-2	i	1
CCN(CC)S(=O)(=O)c1cc(C(=O)NC2CCCCC2)ccc1C	-7	i	i	i	i	-13	i	-7	-2	i	-3
CCn1nc(NC(C)=O)c2cc3ccc(C)cc3nc21	0	i	i	i	i	-5	i	1	0	i	1
CCCn1c(C(O)c2ccc(OCC)cc2)nc2ccccc21 (centres undefined)	-5	i	i	i	i	-12	i	-1	-1	i	-7
CCOC(=O)CCS(=O)(=O)c1ccc(-c2ccc(S(=O)(=O)CCC(=O)OCC)cc2)cc1	-4	i	i	i	i	0	i	5	-1	i	2
O=C(O)C1CCN(C(=O)COc2ccc3c4c(c(=O)oc3c2)CCCC4)CC1	9	i	i	i	i	-4	i	-32	-4	i	3
O=C(N/N=C/c1ccccn1)c1cccc(NC(=O)c2ccccc2Cl)c1	21	i	i	i	i	-4	i	2	25	i	0
CCCC[C@H]1COCCS(=O)(=O)N1Cc1cccc([N+](=O)[O-])c1	8	i	i	i	i	-9	i	7	1	i	3
CC(=O)Nc1ccc(NC(=O)C2CCCN2/C=C/C(=O)C(F)(F)F)cc1 (centres undefined)	1	i	i	i	i	-7	i	6	-2	i	3
COc1ccc(N2CCN(Cc3cc(=O)c(OCC(=O)NC4CCCC4)co3)CC2)cc1	4	i	i	i	i	-13	i	2	-3	i	3
CC1=CC(=O)C=C(C)C1=NOS(=O)(=O)c1ccccc1	5	i	i	i	i	-22	i	.	.	i	3

Assay outcomes: PubChem BioAssay, several laboratories
